Assay outcomes: PubChem, National Center for Advancing Translational Sciences (NCATS)
GRP78 ERSR act: inducers of ER stress response in human glioma cells; Potency, µM, without a hit: at the highest dose activation, hits mostly activators; U87-MG GRP78 promoter luciferase reporter, 16 h; hit rate 0.02% among 420,000; note: potency is the fitted concentration of half-maximal effect; series mostly up to about 76 µM; % of control where 0% means no effect; nearly all actives have a fitted effect of over 35% in size
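ERSR induction read as luciferase luminescence (Bright-Glo, 10 min at room temperature) in stably transfected human U87-MG glioma cells exposed to compounds for 16 h, using GRP78 as sensor.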
D2 antagonist: antagonizes the human D2 dopamine receptor; HEK293 TREx D2 cells, calcium flux, dopamine EC80; hit rate 2% among 340,000; AID 485344; inhibition, % at 10 µM; in the data active = inhibition above about 30%; note: 0% is about no effect
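Tetracycline-induced HEK293 TREx cells expressing D2 receptor forced-coupled to calcium signalling, loaded with no-wash calcium dye. Compounds added and calcium flux read 180 s, then dopamine added at EC80 and read a further 180 s.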
D2 agonist: D2 dopamine receptor (human) agonism; P14416; HEK293 T-REx D2 cells, calcium flux agonist mode; activation, % at 2 µM; hit rate 0.53% among 340,000;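 active = activation over 3 SD above normal in the single-dose calcium agonist read, cut at about 30% in these data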; note: 0% is about no effect
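Tetracycline-induced HEK293 T-REx cells with force-coupled D2 receptor, plated overnight at 30 C, loaded with no-wash calcium dye. After a 10 s baseline, compound was pin-added and calcium flux read kinetically for 180 s; calcium rises flagged agonists.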
ERG Ets-DNA blk: ERG Ets/DNA interaction inhibition; P11308; fluorescence polarization, His-ERG Ets domain / labelled DNA; Potency, µM (series often up to 76.9 µM), without a hit: at the top dose FP activity, negative = inhibition, most hits filed as inhibitors; hit rate 0.028% among 370,000; AID 624246; active = well fitted inhibition curve with a large enough effect in the polarisation, with a control signal flat; inconclusive = small, poorly fitted or top-dose-only effect, or effect the other way, or a change in a side signal; inactive = no such curve, though single readings can be large or run the other way; the % refers to the polarisation;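 note: polarization taken with two DNA probes labelled with fluorescein and Texas red; potency is the fitted concentration of half-maximal effect; % of control where 0% means no effect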
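His-tagged ERG Ets domain (1 uM in the protein solution; 300mM KCl, 50mM Tris-HCl, 1mM EDTA, 1mM DTT, pH 7.5) received compound, then a probe mix of 5 nM fluorescein-DNA and 100nM Texas-615-DNA. Fluorescence polarization was read for both dyes.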
Vif-APOBEC3F blk: Vif-A3F binding inhibition. HeLa A3F-eYFP + Vif (tagged APOBEC3F with the HIV-1 protein that degrades it), YFP fluorescence increase. Potency, µM (titrated, usually from 46.1 µM), for inactives: at the top dose activity, negative = active. hit rate 0.2% among 390,000; note: potency is the fitted concentration of half-maximal effect; % of control where 0% means no effect; nearly all actives have a fitted effect of over 65% in size
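Fluorescence increase (Ex 488/Em 500-530) after overnight compound treatment at 37 deg C flags inhibition of Vif-driven A3F-eYFP loss in stable HeLa A3F-eYFP/Vif cells seeded overnight beforehand.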
Vif-A3G inh: inhibitors of Vif-APOBEC3G interaction; HeLa A3G-eYFP + Vif (tagged APOBEC3G with the HIV-1 protein that degrades it), YFP fluorescence, overnight; Potency, µM (doses to about 46.1 µM), for inactives: top-dose activity, negative = active, actives largely listed as inhibitors; hit rate 0.076% among 410,000; AID 602310;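 note: potency is the fitted concentration of half-maximal effect; % is set by controls: 0 for no effect and ±100 for the full control effect; nearly all actives have a fitted effect of over 60% in size; hits raise eYFP signal because A3G escapes Vif-driven loss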
Target sequence (Q9HC16 whole entry, looked up): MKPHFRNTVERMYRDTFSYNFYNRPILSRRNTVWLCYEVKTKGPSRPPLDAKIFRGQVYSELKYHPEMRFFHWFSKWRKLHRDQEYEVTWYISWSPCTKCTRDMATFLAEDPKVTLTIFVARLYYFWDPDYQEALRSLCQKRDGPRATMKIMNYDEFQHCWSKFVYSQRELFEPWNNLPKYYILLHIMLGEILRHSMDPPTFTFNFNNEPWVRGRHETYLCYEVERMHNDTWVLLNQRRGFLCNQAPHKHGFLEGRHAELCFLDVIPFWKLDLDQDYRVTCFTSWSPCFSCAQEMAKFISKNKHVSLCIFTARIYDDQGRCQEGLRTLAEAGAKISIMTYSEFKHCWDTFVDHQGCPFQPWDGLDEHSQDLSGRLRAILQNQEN
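HeLa cells stably expressing Vif and C-terminally eYFP-tagged A3G, seeded overnight at 37 deg C, then exposed to compound by pintool overnight at 37 deg C. Rise in yellow fluorescence (Ex 488/Em 500-530, Acumen) marks blocked Vif-driven A3G degradation.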
12-LOX inh: inhibitors of human 12S-lipoxygenase ALOX12. P18054. purified 12hLO, xylenol orange hydroperoxide absorbance. Potency, µM (series often up to 108 µM), for inactives: top-dose activity change, negative = inhibition, hits mostly inhibitors. hit rate 1.1% among 580,000. AID 1671190; note: potency is the fitted concentration of half-maximal effect; % is set by controls: 0 for no effect and ±100 for the full control effect
Target sequence (P18054 whole entry, looked up): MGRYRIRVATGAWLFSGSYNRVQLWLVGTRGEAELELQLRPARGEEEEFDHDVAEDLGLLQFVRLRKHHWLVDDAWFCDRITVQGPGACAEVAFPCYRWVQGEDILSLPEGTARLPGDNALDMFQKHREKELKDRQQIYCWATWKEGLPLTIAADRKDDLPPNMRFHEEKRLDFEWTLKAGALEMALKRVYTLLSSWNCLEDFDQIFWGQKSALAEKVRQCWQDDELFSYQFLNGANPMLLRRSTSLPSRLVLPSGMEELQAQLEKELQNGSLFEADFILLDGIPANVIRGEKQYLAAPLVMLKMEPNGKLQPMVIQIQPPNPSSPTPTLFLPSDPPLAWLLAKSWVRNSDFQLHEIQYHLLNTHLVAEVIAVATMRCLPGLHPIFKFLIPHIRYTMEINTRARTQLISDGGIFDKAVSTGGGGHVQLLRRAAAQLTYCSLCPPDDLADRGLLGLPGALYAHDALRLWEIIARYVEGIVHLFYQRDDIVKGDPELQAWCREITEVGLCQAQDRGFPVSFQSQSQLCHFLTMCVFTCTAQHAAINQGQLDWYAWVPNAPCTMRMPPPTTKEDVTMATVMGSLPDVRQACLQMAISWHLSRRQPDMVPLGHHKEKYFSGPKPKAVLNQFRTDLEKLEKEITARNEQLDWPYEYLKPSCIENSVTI
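Purified human 12hLO (150 nM final) in 25 mM Hepes, 0.01% Triton X-100, pH 7.0 was preincubated 15 min at room temperature with compound. Then 40 uM arachidonic acid was added, 30 min. Hydroperoxide was read by Fe-XO absorbance ratio 573/405 nm.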
LDHA inh: blocks human lactate dehydrogenase A | hit rate 0.15% among 480,000 | activity change, % (values are at about 110 or 230 µM) | purified LDHA, NADH/diaphorase-resazurin fluorescence; active compounds read low | P00338; in the data active = activity change below about -30%; inconclusive = mostly about -25% to -30%;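 note: plate controls were DMSO wells for no effect and wells without enzyme for full effect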
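Human LDH5 at 2 nM final in Tris HCl pH 7.4 with 0.06 mM NADH and 0.2 mM pyruvate, reacted 5 minutes at room temperature. Remaining NADH coupled via diaphorase/resazurin; resorufin fluorescence read at 0 and 20 minutes, normalized to enzyme-free and DMSO wells.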
RGS4 inhibitor: inhibitors of human regulator of G protein signaling 4; hit rate 0.039% among 390,000; Potency, µM (titrated, usually from 114 µM), inactives show at the highest dose activity change, negative = inhibition, usual class: inhibitors; AID 504845; P49798; Transcreener GDP fluorescence polarization, RGS4-accelerated GTP hydrolysis; note: potency is the fitted concentration of half-maximal effect; % is set by controls: 0 for no effect and ±100 for the full control effect; nearly all actives have a fitted effect of over 75% in size; some results filed as inactive show a strong effect at the top dose
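MLSMR compounds (23 nl, pin-transferred) preincubated 10 min at room temperature with a 500nM (2x) first reagent, then RGS4 at 900nM (2x) plus Transcreener GDP mix added; fluorescence polarization (620/688 nm) read before and after 90 min at 30 °C.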
* marks the source's active call; other numbers are inactive results; ? = inconclusive; nt = not tested or not shown; & = joins results of further samples; [ ] = another dose, or the depositor's remark. Unless noted, calls come from the whole dose curve; as a rule, active = well fitted curve in the direction sought with a large enough effect; inconclusive = small, poorly fitted or top-dose-only effect, or another doubt; inactive = no such curve, though single readings can be large; an effect the other way counts as inactive or inconclusive. Only part of the results is shown (hit frequency here may not be typical).

SMILES | GRP78 ERSR act | D2 antagonist | D2 agonist | ERG Ets-DNA blk | Vif-APOBEC3F blk | Vif-A3G inh | 12-LOX inh | LDHA inh | RGS4 inhibitor
CCC(C(=O)Nc1cc(C(=O)Nc2cc(C)ccn2)ccc1Cl)c1ccccc1 (centres undefined) | 2% | -9 | -0.5 | 10% | 5% | -5% | -13% | -8 | -8%
COC(=O)Cc1ccc(NC(=S)Nc2cccc(C)n2)cc1 | 1% | 1 | 0.4 | 2% | -33% | 0% | ? | -6 | -9%
COc1cc(C(=O)Nc2cccc(-c3cn4cccnc4n3)c2)cc(OC)c1OC | -2% | -5 | 0.0 | -3% | -4% | 1% | -5% | -3 | -6%
COc1cccc(C(=O)NC(=NCCc2c[nH]c3ccc(OC)cc23)Nc2nc(C)cc(C)n2)c1 | -2% | nt | 0.2 | -6% | -4% | -1% | -19% | -2 | 20%
COc1nc(NCC(C)C)nc(Oc2ccc(OCc3ccccc3)nn2)n1 | -4% | 10 | 0.8 | -8% | -15% | 1% | 0% | -6 | 8%
O=C(Nc1nc(-c2ccccn2)cs1)c1cc(Cl)ccc1[N+](=O)[O-] | -2% | 3 | 0.7 | -5% | ? | -2% | ? | -1 | ?
COCCNC(=O)c1nn(-c2ccc(C)cc2)c(=O)n(C)c1=O | -5% | nt | nt | 0% | 2% | 0% | -9% | -10 | -2%
CC(C)(C)C(=O)Nc1ccc(C(=O)COC(=O)C2CC2)cc1 | 9% | -6 | -0.6 | -3% | 3% | 0% | 4% | -7 | 20%
O=[N+]([O-])c1cccc(/C([O-])=C(/C(=S)Nc2cccc3ccccc23)[n+]2ccccc2)c1 | -2% | 11 | 0.4 | -2% | 8% | -14% | -29% | 12 | -20%
C[C@@H]1CN([C@H](C)CO)S(=O)(=O)c2ccc(Br)cc2O[C@@H]1CN(C)Cc1ccc(C(=O)O)cc1 | 0% | nt | nt | nt | -8% | 0% | -5% | -4 | nt

Brought forward from above: 5 entries; new compounds follow.
SMILES | GRP78 ERSR act | D2 antagonist | D2 agonist | ERG Ets-DNA blk | Vif-APOBEC3F blk | Vif-A3G inh | 12-LOX inh | LDHA inh | RGS4 inhibitor
O=C(Nc1nc(-c2ccccn2)cs1)c1cc(Cl)ccc1[N+](=O)[O-] | -2% | 3 | 0.7 | -5% | ? | -2% | ? | -1 | ?
COCCNC(=O)c1nn(-c2ccc(C)cc2)c(=O)n(C)c1=O | -5% | nt | nt | 0% | 2% | 0% | -9% | -10 | -2%
CC(C)(C)C(=O)Nc1ccc(C(=O)COC(=O)C2CC2)cc1 | 9% | -6 | -0.6 | -3% | 3% | 0% | 4% | -7 | 20%
O=[N+]([O-])c1cccc(/C([O-])=C(/C(=S)Nc2cccc3ccccc23)[n+]2ccccc2)c1 | -2% | 11 | 0.4 | -2% | 8% | -14% | -29% | 12 | -20%
C[C@@H]1CN([C@H](C)CO)S(=O)(=O)c2ccc(Br)cc2O[C@@H]1CN(C)Cc1ccc(C(=O)O)cc1 | 0% | nt | nt | nt | -8% | 0% | -5% | -4 | nt
COc1ccc(OC)c(NC(=O)CN2C(=O)c3ccccc3Sc3ccc(C(=O)N4CCCC4)cc32)c1 | -2% | nt | -1.0 | 4% | 3% | 0% | -19% | -3 | -11%
CCn1c(=O)c2sccc2n2c(CCCC(=O)Nc3ccc(OC)c(OC)c3)nnc12 | -1% | nt | nt | -1% | 7% | -8% | -24% | -6 | -17%
COc1ccc(-c2cc(=O)oc3cc(OCC(=O)N(C)C4CCS(=O)(=O)C4)ccc23)cc1 (centres undefined) | -5% | 3 | 0.5 | -3% | 2% | 0% | 2% | -8 | 37%
CCOC(=O)c1sc(NC(=O)Nc2ccccc2Cl)cc1C | -4% | 10 | 0.2 | 14% | -2% | -4% | ? | 8 | -16%
c1cnc2c(OCc3cn4cccnc4n3)cccc2c1 | -6% | -10 | -0.2 | 9% | nt | 3% | 38%[activator] | 2 | -34%
COc1cc2cc(CNc3ccccc3)c(=O)n(CC(=O)Nc3ccc(C)c(Cl)c3)c2cc1OC | -1% | nt | 5.1 | -2% | 6% | -8% | 57%[activator] | 10 | -10%
COc1c(Cl)cc(Cl)cc1C(=O)Nc1ccc(NC(=O)c2cccs2)cc1 | -6% | -6 | 0.0 | nt | -5% | 2% | -9% | -3 | -11%
CC(C)Cc1nnc(NC(=O)CCC(=O)NC2CCCC2)s1 | -4% | -3 | 1.2 | -5% | 9% | 4% | 8% | -1 | 7%
O=C(Cn1cc2c(n1)CCCCC2)NCc1ccccn1 | -3% | 27 | 0.2 | -24% | 0% | 2% | 12% | -3 | -5%
Cc1ccc(C)c(Oc2cc(NC(=O)CCCn3nc(C)c([N+](=O)[O-])c3C)cc([N+](=O)[O-])c2)c1 | -6% | -16 | -1.6 | -14% | 1% | -6% | -8% | -3 | -5%
Cc1cc(=O)oc2c(CN3CCCCC3)c(O)c(Cl)cc12 | -2% | 5 | -1.4 | -3% | 3% | 1% | -2% | 2 | 0%
O=C(NCCn1ccc2ccccc21)c1ccc(S(=O)(=O)N2CCCCC2)cc1 | -3% | -6 | 0.4 | -1% | 1% | -5% | 3% | 3 | -5%
Cc1cc(Cl)ccc1OCC(=O)NCC(c1cccs1)N1CCOCC1 (centres undefined) | -5% | 10 | -0.2 | -3% | -6% | 1% | -14% | -8 | -14%
Cn1c(-c2ccccc2Br)n[nH]c1=S | -4% | nt | nt | -2% | -1% | -1% | ? | -3 | -31%
COc1cc2c(-c3cc(F)cc(F)c3)c(-c3ccsc3)oc(=O)c2cc1OC | -5% | -17 | 1.7 | 0% | 0% | 0% | -47% | -14 | -12%
COc1cc(C(=O)NC2CCCc3ccccc32)cc(OC)c1C (centres undefined) | -3% | 55* | -2.6 | 10% | -1% | -18% | -26% | 0 | 6%
CCc1ccc(NC(=O)NCCN2CCc3ccccc3C2)cc1 | 9% | 8 | 0.7 | -4% | -4% | 1% | -24% | -6 | -7%[11.4 µM]
COc1ccc(-c2[nH]ncc2/C=N\NC(=O)c2ccc(C(C)(C)C)cc2)cc1OC | 5% | -8 | -0.2 | 6% | -13% | -4% | 11% | -4 | ?
CCn1c(=O)cc(SCC(=O)NCc2ccco2)c2ccccc21 | 0% | -2 | -0.9 | -10% | -10% | ? | 12% | -7 | 18%
O=C(N/N=C\c1cc(Br)ccc1O)c1ccc(S(=O)(=O)N2CCCCC2)cc1 | -3% | 17 | 11 | 13% | ? | 1% | 5% | -3 | -13%
CN(C(=O)c1cccc(NC(=O)Cc2ccc(NC(=O)C3CCN(C(=O)C4CCC4)CC3)cc2)c1)C1CCCC1 | -2% | nt | nt | -2% | 5% | -7% | ? | -10 | 5%
Oc1ccc(N2CCN(C(=S)NCCc3ccccc3)CC2)cc1 | 4% | 0 | -0.4 | -7% | -3% | -17% | ? | 12 | -39%
CC(=O)Nc1nnc(SCC(=O)Nc2ccc(N3CCOCC3)c(Cl)c2)s1 | -4% | 1 | 2.0 | 17% | -10% | 0% | 3% | -2 | 3%[11.4 µM]
O=C(CN1CCN(c2ccccc2F)CC1)c1ccc(O)cc1O | 0% | 16 | 1.8 | -12% | 9% | 1% | 0% | -13 | -9%
Cc1ccc(C(C)C)c(OCC(=O)Nc2ccc(S(=O)(=O)Nc3onc(C)c3C)cc2)c1 | nt | nt | nt | -8% | nt | nt | ? | -12 | -28%
CCc1ccc(S(=O)(=O)Nc2cc3c(cc2C)n(C)c(=O)n3C)cc1 | -5% | 7 | -0.5 | -3% | -2% | ? | ? | -8 | -2%
CCc1ccccc1N(C)C(=O)c1cc2c(Cl)nc3ccc(C)cc3c2s1 | -3% | nt | -0.8 | -8% | 7% | 1% | -5% | -6 | -2%
Oc1ccc(C2N=C(c3ccccc3)NC(c3ccccc3)=N2)cc1 | -5% | -5 | 0.2 | 1% | -4% | 3% | -19% | -3 | -9%[56.9 µM]
COc1ccc(-n2ncc3c(NCc4cccnc4)ncnc32)cc1 | -6% | -24 | -0.9 | -2% | -4% | -2% | 0% | 1 | 1%
COC(=O)C1=C(C)N(C2CCCC2)C(=O)C1(NC(C)=O)C(F)(F)F (centres undefined) | -5% | -2 | -0.2 | 1% | 5% | 1% | 106%&22%[activator] | -6&0 | 35%
CCN(CC)C(=O)Cn1c(=O)n(-c2ccc(C)c(C)c2)c(=O)c2c3c(sc21)CCCCC3 | -2% | nt | 0.4 | -1% | 6% | -3% | -3% | -11 | 13%
COc1cc(NC(=O)CN(C)S(=O)(=O)c2ccc(C)cc2)cc(OC)c1 | -5% | 2 | -3.3 | -3% | -5% | 0% | 13% | 4 | -12%[56.9 µM]
